IL-1B inflam inh = qHTS for Inhibitors of Inflammasome Signaling: IL-1-beta AlphaLISA Primary Screen; THP-1 LPS/ATP IL-1B secretion, AlphaLISA, 16 h; active compounds read low; activity change, % at 57.5 µM; actives 4.7% (n = 360,000); AID 743279, 2014; in the data active = activity change below about -50%; inconclusive = mostly about -30% to -49%; also: % is scaled to controls: 0 for no effect and ±100 for the full control effect
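Secreted IL-1B measured by AlphaLISA bead assay after 16 h compound exposure of THP-1 cells; compounds (final up to 57.5 uM) added 1 h before LPS (250 ng/mL) and ATP (1.25 mM) stimulation; lower signal means less secretion.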
HepG2 viability = qHTS for Inhibitors of TGF-b: Cytotox Counterscreen | Potency, µM (series often up to 46.1 µM), without a hit: at the top dose activity change, negative = cytotoxicity, most hits filed as cytotoxic | actives 0.76% (n = 410,000) | HepG2 CAGA-GFP viability, ATP luminescence, 18 h; also: potency is read from the fitted curve at half-maximal effect; some results filed as inactive show a strong effect at the top dose
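CellTiter-Glo luminescence gave cytotoxicity after 18 hours at 37 degrees C. The cells were HepG2 CAGA-GFP in 1% FBS DMEM, stimulated with 500 pg/mL TGF-beta after compound addition. %Activity was normalised to no-cell wells (complete cell-killing) and DMSO (no toxicity), and curves were fitted and classified.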
SW480 rereplic = A quantitative high throughput screen for small molecules that induce DNA re-replication in SW480 colon adenocarcinoma cells. SW480 DNA re-replication, Hoechst DNA content imaging, 48 h. Potency, µM (series often up to 46.1 µM), inactives show at the highest dose re-replication activation, most hits filed as activators. actives 1.8% (n = 340,000); also: potency is read from the fitted curve at half-maximal effect; % of control where 0% means no effect; nearly all actives have a fitted effect of over 55% in size
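Per well, 250 cells were exposed to pinned compound for 48 hr. Nuclear DNA was visualised with Hoechst (40 min, 37 C) and total object intensity recorded by fluorescence scanning.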
MCF10A rereplic = A quantitative high throughput screen for small molecules that induce DNA re-replication in MCF 10a normal breast cells | MCF 10A DNA re-replication, Hoechst nuclear intensity, 48 h | Potency, µM (series often up to 46.1 µM), without a hit: at the top dose activity, positive = re-replication, hits mostly activators | actives 2.9% (n = 350,000); also: potency is read from the fitted curve at half-maximal effect; % of control where 0% means no effect; nearly all actives have a fitted effect of over 50% in size
KB-3-1 tox = qHTS assay for MDR1-selective chemotherapeutics: Primary screen using the parental adenocarcinoma cell KB-3-1. Potency, µM (doses to about 46.1 µM), without a hit: top-dose activity change, negative = cytotoxic, usual class: cytotoxic. AID 1347075, 2019. actives 1.4% (n = 400,000). KB-3-1 viability, CellTiter-Glo ATP luminescence, 72 h; also: potency is read from the fitted curve at half-maximal effect; % is scaled to controls: 0 for no effect and ±100 for the full control effect; nearly all actives have a fitted effect of over 60% in size
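Cells are dispensed, compounds pinned in, plates held at 37 °C for 72 h, then CellTiter-Glo is added and luminescence read after 10 minutes. Cell line: parental KB-3-1 in phenol-red-free DMEM, 10% FBS.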
HT1080-NT tox = qHTS for induction of synthetic lethality in tumor cells producing 2HG: qHTS for the HT-1080-NT fibrosarcoma cell line | actives 1.6% (n = 360,000) | AID 686970, 2013 | HT-1080-NT fibrosarcoma viability, CellTiter-Glo ATP luminescence, 48 h | Potency, µM (top dose mostly 46.1 µM), without a hit: at the highest dose activity, negative = less viability, actives largely listed as cytotoxic;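 also: NT is the 2HG producing partner of a matched IDH1 knockdown line; potency is read from the fitted curve at half-maximal effect; 0% = DMSO-treated cells and -100% = media-only wells without cells; nearly all actives have a fitted effect of over 55% in size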
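Luminescent CellTiter-Glo readout after 48 hours of compound exposure at 37 degrees C defined viability of HT-1080-NT cells. Activity was normalized to DMSO wells and cell-free media wells; concentration-response curves were fitted and assigned curve classes.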
HT1080 IDH1KD tx = qHTS for induction of synthetic lethality in tumor cells producing 2HG: qHTS for the HT-1080-IDH1KD cell line; actives 2% (n = 360,000); HT-1080 IDH1 knockdown viability, ATP luminescence, 48 h; Potency, µM (top dose mostly 46.1 µM), inactives show top-dose activity, negative = toxicity, usual class: cytotoxic; AID 686971, 2013;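 also: potency is read from the fitted curve at half-maximal effect; 0% = DMSO wells and -100% = cell-free medium wells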
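Knockdown cells (IDH1KD HT-1080) received compounds 2 h after plating at 750 cells/well and were kept 48 h at 37 °C in 5% FBS RPMI. A CellTiter-Glo luminescence read gave % activity for curve fitting.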
ATXN2 expr inh = Primary qHTS for Inhibitors of ATXN expression. HEK-293 ATXN2-luciferase reporter, luminescence, 24 h. Potency, µM (top dose mostly 57 µM), for the others: top-dose activity change, negative = inhibition, most hits filed as inhibitors. AID 1745845, 2022. actives 0.72% (n = 360,000); also: potency is read from the fitted curve at half-maximal effect; % is scaled to controls: 0 for no effect and ±100 for the full control effect; nearly all actives have a fitted effect of over 55% in size
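ATXN2-luciferase reporter cells (luciferase flanked by upstream and downstream ATXN2 gene portions) were treated 24 h at 37 °C with compounds at up to 57 uM. SteadyGlo luminescence gave expression; GF-AFC fluorescence gave viability.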
S2 tox = Viability Counterscreen for Primary qHTS for Inhibitors of ATXN expression; S2 cells (HEK-293 line with an ATXN2-luciferase reporter) viability, CellTiter-Fluor protease fluorescence, 24 h; Potency, µM (highest dose often 56.7 µM), hits mostly cytotoxic; actives 0.49% (n = 400,000); AID 651635, 2014; also: potency is read from the fitted curve at half-maximal effect; nearly all actives have a fitted effect of over 40% in size
* = called active by the depositor; i = inactive; u = inconclusive; x = not tested or not shown; [ ] = remark or other dose. Unless noted, calls follow the shape of the dose curve; as a rule, active = well fitted curve in the direction sought with a large enough effect; inconclusive = small, poorly fitted or top-dose-only effect, or another doubt; inactive = no such curve, though single readings can be large; an effect the other way counts as inactive or inconclusive.

SMILES	IL-1B inflam inh	HepG2 viability	SW480 rereplic	MCF10A rereplic	KB-3-1 tox	HT1080-NT tox	HT1080 IDH1KD tx	ATXN2 expr inh	S2 tox
NC1(C#Cc2ccc3c(=O)c4ccccc4sc3c2)CCCCC1	-28	-34%	u	u	0%	-1%	-4%	1%	i
Nc1ccc2c(c1)C(=O)c1ccc(Br)cc1-2	-12	-4%	-5%	2%	9%	6%	2%	1%	u
O=C(NCCN1CCOCC1)c1ccccc1N1C(=O)[C@@H]2Cc3c([nH]c4ccccc34)C(c3ccc(F)cc3)N2C1=O (some centres not stated)	8	-24%	6%	30%	0%	2%	-3%	-3%	i
Cn1nccc1C(=O)N1CCN(c2cccc(Cl)c2)CC1	-28	1%	-13%	-1%	0%	-2%	2%	-14%	i
CCOC(=O)c1sc(N)nc1C(C)(C)C	68	-2%	0%	-6%	-1%	12%	-6%	4%	i
CCC1(CC)Cc2ccccc2C(Nc2c(C)n(C)n(-c3ccccc3)c2=O)=N1	9	5%	-2%	2%	3%	9%	15%	-12%	i
N#Cc1cccc(NC(=O)CNc2cccc(S(=O)(=O)N3CCCCC3)c2)c1	-8	-18%	-2%	10%	-21%	u	-23%	-25%	i
Cn1nc(C(=O)NNC(=O)C2CSC3(C)CCC(=O)N23)c2ccccc2c1=O (configuration not stated)	11	8%	0%	0%	-1%	-4%	10%	0%	u
N#CCC(CNc1ncc(C(F)(F)F)cc1Cl)OC(=O)c1ccc(Cl)cc1Cl (configuration not stated)	u	-29%	5%	4%	14%	u	-3%[9.24 µM]	-24%	i
Cc1nn(-c2ccccc2)c2c1N(CC(=O)N1CCN(c3cccc(Cl)c3)CC1)C(=O)CS2	x	3%	x	x	-11%	x	x	5%	i
COc1ccc(N2CN=C3SCC(=O)N3C2)cc1	6	-3%	-23%	u	13%	-22%	u	26%	i
Cc1ccsc1/C=N/NC(=O)CNC(=O)c1ccccc1	-5	-2%	3%	20%	-3%	-4%	-1%	x	i
COc1ccc(-c2cc3c(=O)n(CC(=O)NCCCN4CCC(N5CCCCC5)CC4)nc(C)n3n2)cc1	-21	-11%	u	10%	u	-13%	-15%	2%	i
Cc1ccc(-c2csc(NC(=O)c3ccc(Br)cc3)c2C(=O)O)cc1	-12	19%	6%	u	u	3%	-2%	62%[activator]	i
COc1ccc(NC(=O)c2nnn(CC(=O)Nc3ccc4c(c3)OCO4)c2N)cc1OC	2	-7%	u	17%	19%	u	u	5%	i
O=C(Nc1ccc(S(=O)(=O)N2CCCCCC2)cc1)c1cc(=O)c2ccccc2o1	x	2%	x	x	8%	x	x	0%	u
COc1cc(CN(C(=O)c2ccco2)C2CCS(=O)(=O)C2)cc(OC)c1OC (configuration not stated)	-7	13%	10%	1%	-14%	-1%	14%	1%	i
Cc1ccc(-n2nnnc2SC(C)C(=O)Nc2ccccc2-c2ccccc2)cc1 (configuration not stated)	10	4%	17%	2%	-8%	-1%	-9%	3%[11.3 µM]	i
Cc1cc(NC(=O)Cc2ccccc2)ccc1NC(=O)c1cccs1	u	-2%	10%[1.84 µM]	-30%	13%	16%	19%	-21%[11.3 µM]	i
Cc1cc(Cl)ccc1-c1nc(NC(C)C)nc2ccsc12	15	-11%	x	x	0%	-2%	0%	-8%	i
O=C(N/N=C/c1sc(N2CCOCC2)nc1-c1ccccc1)c1cccc(S(=O)(=O)N2CCOCC2)c1	193	-3%	21µM*	u	4.1µM*	3.7µM*	u	x	i
O=C(CC1C(=O)NCCN1C(=O)Nc1ccccc1)Nc1ccc2c(c1)OCCO2 (configuration not stated)	-7	-3%	-1%	u	-4%	2%	3%	-10%	i
Cc1ccc(N(C(=O)CCl)C(C(=O)NC2CCCCC2)c2cccnc2)cc1C (configuration not stated)	-100*	-26%	u	7.3µM*	3.7µM*	1.6µM*	1.6µM*	3.2µM*	2.8µM*
Cc1c(C(=O)NCCC2=CCCCC2)sc2ncnc(N3CCCCC3C)c12 (configuration not stated)	-80*	-26%	u	u	-4%	-16%	-19%	-16%	i
CCN(CC(=O)Nc1c(F)cccc1F)C(=O)Cc1cccs1	17	2%	-73%[inhibitor]	-4%	-3%	0%	10%	13%	i

Of the compounds above, these contain bromine.
SMILES	IL-1B inflam inh	HepG2 viability	SW480 rereplic	MCF10A rereplic	KB-3-1 tox	HT1080-NT tox	HT1080 IDH1KD tx	ATXN2 expr inh	S2 tox
Nc1ccc2c(c1)C(=O)c1ccc(Br)cc1-2	-12	-4%	-5%	2%	9%	6%	2%	1%	u
Cc1ccc(-c2csc(NC(=O)c3ccc(Br)cc3)c2C(=O)O)cc1	-12	19%	6%	u	u	3%	-2%	62%[activator]	i

Following part
SMILES	IL-1B inflam inh	HepG2 viability	SW480 rereplic	MCF10A rereplic	KB-3-1 tox	HT1080-NT tox	HT1080 IDH1KD tx	ATXN2 expr inh	S2 tox
CC(=O)NCCc1ccc(S(=O)(=O)NCc2ccc3c(c2)OCO3)cc1	4	4%	-1%	3%	-3%	14%	-2%	9%	i
COc1cc2c(cc1OC)C(C)N(C(=O)Nc1ccc(F)cc1)CC2 (configuration not stated)	-1	0%	u	u	13µM*	u	u	x	u
N#Cc1cccc2cnccc12	-2	0%	-2%	0%	-1%	-5%	-4%	3%	i
CC(c1ccccc1)N1C(=O)c2ccc(C(=O)NCc3ccco3)cc2C1=O (configuration not stated)	34	2%	-4%	0%	0%	1%	1%	3%	i
COc1ccc(C)cc1NC(=O)C(=O)NCc1ccncc1	-3	-6%	1%	2%	0%	11%	21%	4%	i
O=C(COC(=O)c1cc(S(=O)(=O)N2CCCC2)ccc1O)Nc1ccc(F)cc1F	13	-1%	2%	-1%	0%	6%	13%	1%	i
COc1ccccc1NS(=O)(=O)c1cc2c(cc1Cl)NC(=O)CO2	x	-46%	x	x	-1%	x	x	u	u
CN(C)c1ccc(C(=O)N(Cc2ccccc2)Cc2ccccc2)cc1	0	-5%	-19%	1%	-17%	-12%	-18%	1%	i
COc1ccccc1N1CC(C(=O)Nc2nnc(SCC(=O)NC(C)C)s2)CC1=O (configuration not stated)	2	0%	-2%	-1%	-5%	0%	17%	0%	i
O=C(CNC(=O)c1ccccc1F)OCc1cc(=O)n2nc(C3CC3)sc2n1	x	-5%	x	x	6%	x	x	8%	i
COc1ccc(CN(N=O)C2CC(=O)N(c3ccc(OC)cc3)C2=O)cc1 (configuration not stated)	1	0%	-18%	0%	22%	2%	15%	-21%	i
NS(=O)(=O)c1ccc(NC(=O)N[C@@H](Cc2ccccc2)C(=O)O)cc1	-3	5%	-5%[9.22 µM]	1%	0%	12%	24%	3%	i
CC(=O)Nc1ccc(S(=O)(=O)Nc2nc3ccccc3nc2Nc2ccc(O)cc2)cc1	-21	-9%	-7%	2%	0%	-1%	4%	x	i
O=S1(=O)CC(N2CC=CC2)CN1Cc1cn(Cc2cccc(C(F)(F)F)c2)nn1 (configuration not stated)	7	x	x	x	7%	-2%	9%	5%	i
O=C(Nc1ccc(Cl)c(Cl)c1)Nc1ccon1	17	-35%	10µM*	12µM*	12µM*	-24%	-9%	-9%	i
c1ccc2nc(N3CCN(Cc4ccc5c(c4)OCO5)CC3)cnc2c1	-7	-12%	u	u	-5%	-25%	-24%	-12%	i
NS(=O)(=O)c1cc(C(=O)OCC(=O)c2ccccc2)c(Cl)cc1Cl	15	-1%	-1%	5%	5%	5%	4%	u	i
COc1ccc(C(=O)NCc2ccc(C)cc2)cc1S(=O)(=O)N1CCCC1	-22	-8%	-9%	-2%	11%	4%[9.24 µM]	6%	-2%	i
Cc1c(Cl)cccc1NC(=O)CC(NCCN1CCOCC1)C(=O)O (configuration not stated)	-8	1%	62%	-2%	13%	-2%	-2%	8%	i
COc1ccc(C(C)(O)c2nc(-c3csc4ccccc34)cs2)cc1 (configuration not stated)	54	-10%	x	x	u	u	16µM*	12%	i
O=C(O)C1CCN(Cc2ccccn2)CC1	3	-14%	-60%[inhibitor]	1%	0%	19%	12%	0%	i
CCNC(=O)C1(C)CCCN(C(=O)c2ccc3sccc3c2)C1 (configuration not stated)	55	8%	x	x	0%	12%	10%	9%	i
NS(=O)(=O)c1ccc(CCNC(=O)Cc2ccccc2[N+](=O)[O-])cc1	30	-4%	10%	-17%	19%	-8%	-5%	7%	i
CC1CCN(S(=O)(=O)c2ccc(NC(=O)Cc3ccc(S(=O)(=O)N4CCOCC4)s3)cc2)CC1	17	7%	19%	16%	-21%	-26%	-16%	u	i
Nc1nc(-c2ccc(Cl)cc2)c(S(=O)(=O)c2ccccc2)s1	u	-24%	-8%	8%	19%	-11%	-14%	-13%	i
Cc1ccccc1C(=O)Nc1ccnn1C1CCN(Cc2ccc(CO)o2)CC1	19	-1%	-8%	-1%	0%	14%	5%	-13%	u
COc1ccc(/C=C/c2c([N+](=O)[O-])c(=O)n(C)c(=O)n2C)cc1OC	-4	1%	-2%	-28%	1%	20%	0%	6%	i
O=C(Nc1cccc(C(F)(F)F)c1)c1csc(COCCO)n1	0	-8%	x	x	0%	20%	14%	-6%	i
CC(C)(C)c1ccc(C2C(C#N)=C(N)Oc3n[nH]c(-c4cccnc4)c32)cc1 (configuration not stated)	-2	-16%	-7%	-1%	-2%	-1%	7%	1%	i
CC(=O)NC1=NN(C(C)=O)C(C)(CC(=O)OC(C)(C)C)S1 (configuration not stated)	6	0%	0%	11%	10%	12%	23%	u	i

High-throughput results as filed in PubChem.

Outcome played no part in choosing rows, and some 8.9% of all compounds hit somewhere here.
